IDE cell inh = human IDE inhibitors in live cells, primary screen, fluorescence polarization, HEK cells, FAbetaB substrate; Insulin-degrading enzyme (Homo sapiens), P14735; FAbetaB cleavage; inhibition, % at 5.59 µM; 320,000 tested, 0.41% active; AID 434962, 2010;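 active means percent inhibition above the average of all tested compounds plus 3 SD, set per screening campaign, cut at about 16% in these data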;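 further: IDE supplied by intact live HEK cells; FP after avidin binding of uncleaved biotin substrate so inhibition keeps polarization high; 0% = DMSO wells and 100% = 60 µM reference IDE inhibitor Ii1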
VIM-2 inh = VIM-2 metallo-beta-lactamase inhibitors, primary screen, biochemical, epi-absorbance readout, Pseudomonas aeruginosa enzyme; AID 1527, 2009; purified VIM-2, nitrocefin hydrolysis, epi-absorbance fluorescence; inhibition, % at 5.6 µM; 290,000 tested, 0.89% active;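 active means inhibition above the mean of all tested compounds plus 3 SD, cutoff set per screening run, cut at about 7.5% in these data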;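 further: red hydrolysis product quenches plate fluorescence so inhibitors raise well fluorescence; 0% = enzyme with DMSO and 100% = DMSO without enzyme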
HCV NS3 hel inh = inhibitors of HCV NS3 helicase, primary screen, biochemical, Cy5 molecular beacon fluorescence. 290,000 tested, 0.56% active. inhibition, % at 10.9 µM. NS3 helicase DNA unwinding. Hepatitis C virus NS3 helicase;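 active means inhibition above the mean of all tested compounds plus 3 SD, set per campaign, cut at about 35% in these data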;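 further: 0% = DMSO wells and 100% = thioflavine S control wells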
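assay system = NS3 helicase fragment of HCV | buffer or medium = MOPS pH 6.5, MgCl2, DTT, Tween20, BSA | timing = 60 min unwinding reaction at 25 °C after ATP addition | signal = Cy5 beacon fluorescence read at start and 1 h | read-out basis = % inhibition of unwinding | control set = low DMSO, high thioflavine S at 110 µM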
UBC9 SUMO inh = inhibitors of in vitro SUMOylation cascade, primary screen, biochemical, HTRF, uHTS | SUMO-conjugating enzyme UBC9 (Homo sapiens), P63279 | HTRF SUMOylation assay, SAE1/SAE2 + UBC9 | inhibition, % at 35 µM | 290,000 tested, 0.36% active | AID 2006, 2009; in the data active means inhibition above about 50%, passing the limit was not always enough; further: strong numbers were not always called active
pCIP destab = p/CIP-EGFP fusion destabilizers, primary screen, fluorescence, F442A cells; Q05BA5; 16 h; decrease of EGFP signal, % at 10 µM; 290,000 tested, 0.01% active;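 active means EGFP signal decrease of at least 30% at 10 µM or well 3 SD below plate mean, unless failing retest; inactive means the rest, including hits failing retest or dose response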; further: some compounds called inactive have numbers as strong as hits; many of its hits are not listed in these tables
Target sequence (Q05BA5 1-1403): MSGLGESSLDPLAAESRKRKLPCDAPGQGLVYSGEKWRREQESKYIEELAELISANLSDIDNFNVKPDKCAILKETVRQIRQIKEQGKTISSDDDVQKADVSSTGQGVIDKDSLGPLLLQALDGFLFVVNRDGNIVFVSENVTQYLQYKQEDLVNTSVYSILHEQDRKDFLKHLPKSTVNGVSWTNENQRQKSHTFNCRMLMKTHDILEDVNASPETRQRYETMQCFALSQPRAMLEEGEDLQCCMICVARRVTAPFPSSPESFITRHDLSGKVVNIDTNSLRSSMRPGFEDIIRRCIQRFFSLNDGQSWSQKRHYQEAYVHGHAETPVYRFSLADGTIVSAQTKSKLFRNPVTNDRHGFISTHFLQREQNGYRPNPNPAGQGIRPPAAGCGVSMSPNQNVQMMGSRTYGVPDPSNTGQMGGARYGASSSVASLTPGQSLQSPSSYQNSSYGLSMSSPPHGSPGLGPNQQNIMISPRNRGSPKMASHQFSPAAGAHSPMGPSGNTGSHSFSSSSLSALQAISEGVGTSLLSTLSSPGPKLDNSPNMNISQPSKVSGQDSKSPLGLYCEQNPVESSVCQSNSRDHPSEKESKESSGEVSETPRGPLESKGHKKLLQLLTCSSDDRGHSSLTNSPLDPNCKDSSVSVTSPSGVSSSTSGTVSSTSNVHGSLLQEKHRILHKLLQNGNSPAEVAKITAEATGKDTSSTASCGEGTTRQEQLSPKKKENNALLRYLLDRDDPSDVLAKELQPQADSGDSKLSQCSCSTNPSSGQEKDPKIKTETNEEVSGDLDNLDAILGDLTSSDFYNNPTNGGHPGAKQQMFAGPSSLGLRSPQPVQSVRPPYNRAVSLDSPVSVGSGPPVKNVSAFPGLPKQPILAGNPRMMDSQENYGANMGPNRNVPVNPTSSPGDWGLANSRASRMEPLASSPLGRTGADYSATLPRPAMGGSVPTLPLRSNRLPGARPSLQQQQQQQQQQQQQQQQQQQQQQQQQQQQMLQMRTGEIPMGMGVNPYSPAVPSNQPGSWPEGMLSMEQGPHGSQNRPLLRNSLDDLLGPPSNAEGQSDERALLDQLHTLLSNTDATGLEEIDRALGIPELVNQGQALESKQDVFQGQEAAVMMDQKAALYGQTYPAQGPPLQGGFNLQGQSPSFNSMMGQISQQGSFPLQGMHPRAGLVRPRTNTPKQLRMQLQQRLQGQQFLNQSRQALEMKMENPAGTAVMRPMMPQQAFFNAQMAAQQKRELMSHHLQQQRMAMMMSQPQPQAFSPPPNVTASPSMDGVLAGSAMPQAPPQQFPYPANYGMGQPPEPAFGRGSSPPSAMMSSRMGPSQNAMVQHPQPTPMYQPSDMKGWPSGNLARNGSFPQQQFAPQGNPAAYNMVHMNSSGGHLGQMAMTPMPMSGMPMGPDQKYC
CRFBP-R2 block = antagonists of CRF-BP/CRF-R2 complex, primary screen, cell-based, HEK293, calcium dye fluorescence, uHTS | CRF-induced calcium fluorescence | inhibition, % at 11.8 µM | 350,000 tested, 0.59% active;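 active means inhibition of the ligand-induced calcium signal above about 50% at the single tested concentration, limit read from the data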
IMP-1 inh = IMP-1 metallo-beta-lactamase inhibitors, primary screen, biochemical, epi-absorbance readout, Pseudomonas aeruginosa enzyme. purified IMP-1, nitrocefin hydrolysis, epi-absorbance fluorescence. inhibition, % at 5.6 µM. 290,000 tested, 0.45% active. metallo-beta-lactamase IMP-1 (Pseudomonas aeruginosa);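 active means inhibition above the mean plus 3 SD of all compounds in the same screening run, cut at about 4.5% in these data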;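 further: 0% = IMP-1 with DMSO and 100% = DMSO wells lacking enzyme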
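system = purified recombinant IMP-1 beta-lactamase | amount = 0.2 nM IMP-1, as dispensed | medium = HEPES buffer pH 7.1 with ZnSO4 and Brij 35 | times = 25 °C, 15 min preincubation, 25 min reaction | detection = plate fluorescence quenching by hydrolysis product, ex 480/em 530 nm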
GalR3 antag = GalR3 antagonists in HEK293 cells, primary screen, cell-based, fluorescence readout; Galanin receptor type 3 (Homo sapiens), O60755; HEK293 GalR3-CNG cAMP membrane potential fluorescence; galR3 body fused to GalR1 C-terminus; inhibition, % at 3 µM; 360,000 tested, 0.44% active; AID 651719, 2012;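 active means inhibition above the screen-wide average plus 3 SD, cut at about 13% in these data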;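 further: forskolin and galanin both at EC90 stimulate the cells; cAMP rise reported by CNG channel membrane potential dye signal; 0% = forskolin plus galanin with DMSO and 100% = forskolin alone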
IDE cell activ = human IDE activators in live cells, primary screen, fluorescence polarization, HEK cells, FAbeta-B substrate; 340,000 tested, 0.073% active; FAbeta-B cleavage; 0% vehicle, 100% cell-free pure enzyme wells; AID 493087, 2011; activation, % at 5.96 µM;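 active means activation above the mean of all tested compounds plus 3 SD, set per screening campaign, cut at about 17% in these data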
Numbers without * were called inactive; x = no result given. Not a hit list; 3.2% or so of the library scored in one or more.

IDE cell inh | VIM-2 inh | HCV NS3 hel inh | UBC9 SUMO inh | pCIP destab | CRFBP-R2 block | IMP-1 inh | GalR3 antag | IDE cell activ | SMILES
2 | -2.3 | 8 | 8 | 3 | 7 | -1.9 | -1 | 2 | O=C(Cc1cccs1)Nc1ccc(F)cc1F
0 | -0.6 | -10 | 10 | -2 | -14 | -0.3 | -5 | -2 | COc1ccc(CC(=O)Nc2nnc(C(C)(C)C)s2)cc1OC
-4 | -3.0 | 0 | 8 | -11 | 14 | -2.6 | 10 | 5 | CCN1CCN(S(=O)(=O)c2cccc([N+](=O)[O-])c2)CC1
-3 | -2.3 | 0 | 7 | -2 | -17 | -1.6 | -2 | 3 | CCCn1nnc(NC(=O)/C=C/c2cc(Br)ccc2OC)n1
2 | 1.9 | -3 | 17 | -16 | 14 | -7.4 | 5 | 8 | CCOC(=O)C1CCCN(c2c(NCC3CCCN3CC)c(=O)c2=O)C1 (stereo not drawn)
-2 | -5.2 | 14 | -12 | 3 | -1 | -1.7 | -5 | 1 | CCOC(=O)C1=C(C)NC(=S)NC1c1ccc(-c2cccc(Cl)c2C)o1 (stereo not drawn)
3 | 0.0 | 4 | 23 | 6 | -7 | -1.9 | -3 | 0 | Cc1ccc(-c2nc3ccccc3s2)cc1NC(=S)NC(=O)/C=C/c1ccco1
1 | -0.5 | 7 | 21 | -12 | 9 | -1.8 | -5 | -2 | O=C(N1CCOCC1)N1CCC(n2nnc3ccccc32)CC1
-1 | -2.5 | 1 | 12 | -5 | -36 | -2.8 | 1 | -1 | Cc1ccc(NC(=O)c2ccc3c(c2)[nH]c(=O)n3C(C)C)cc1
0 | -5.0 | 4 | -45 | 6 | 22 | -4.7 | -4 | 3 | O=C(COc1cccc(OC(F)F)c1)Nc1ccc(SC(F)F)cc1
2 | -3.1 | 4 | 12 | -7 | -3 | -2.5 | -5 | 2 | CCN1C(=O)C(NC(C)=O)c2cc(Br)ccc21 (stereo not drawn)
12 | -2.4 | 20 | 4 | -8 | 12 | -2.2 | -7 | 0 | CCCN(CCC)C(=O)C1CCC(CNS(=O)(=O)c2cccc3nsnc23)CC1 (stereo not drawn)
1 | -2.6 | 10 | 5 | 4 | -14 | 0.1 | -5 | 1 | Cc1nn(CC(=O)NC(C)c2ccccc2)c(=O)c2ccccc12 (stereo not drawn)
4 | 0.2 | 0 | 4 | -5 | 4 | -2.3 | -4 | 3 | COc1cc(N)ccc1C(=O)O
4 | -3.5 | 4 | 29 | -10 | 2 | -2.3 | -7 | 2 | COc1ccc(NC(=O)Nc2nnc(CC(=O)Nc3ccccc3)s2)cc1
-3 | -2.5 | 2 | 6 | -14 | 0 | -0.8 | 3 | 4 | C=CCOc1ccc2nc(NC(=O)OC)[nH]c2c1
8 | -1.0 | -1 | -1 | 7 | -28 | -4.2 | 4 | 8 | O=C(O)Cn1cc2c(n1)CCCCC2
0 | -6.2 | -6 | -10 | 0 | 0 | -4.5 | -6 | 1 | O=C(COC(=O)c1ccc(Br)o1)NCc1cccs1
x | -4.8 | 2 | 6 | 3 | 21 | -3.8 | -8 | 6 | COc1ccc(C(=O)n2nc(C)c(Br)c2C)cc1OC
-1 | -0.4 | -6 | 21 | -5 | 7 | -1.6 | -9 | -5 | Cc1ccccc1CSCC(=O)Nc1ccccc1Br
-9 | -0.2 | -10 | 12 | 3 | -18 | -1.4 | 0 | 0 | COc1ccc(C)cc1S(=O)(=O)N(C)CC(=O)NC1CCCC1
2 | x | x | x | x | 6 | x | -4 | 0 | Cc1ccc(NC(=O)CSc2nc(=O)n(CCCN3CCOCC3)c3c2CCCC3)cc1
1 | -0.4 | -4 | 24 | -1 | 11 | -3.2 | -1 | 2 | CCCCc1cc(=O)oc2cc(C)cc(OCC(=O)NCc3ccccn3)c12
2 | -4.7 | 0 | -17 | 9 | 1 | -3.1 | -7 | 9 | CCCc1ccc(OC(=O)c2cccs2)cc1
6 | -1.7 | 1 | 6 | -8 | 12 | -0.7 | 6 | 3 | CCn1ccnc1CN(C)Cc1nc(-c2ccccc2)no1
-4 | 1.7 | 2 | 20 | -9 | -3 | -1.2 | -4 | -2 | CCOc1ccc(S(=O)(=O)N2CCC(C(=O)NCC3CCCO3)CC2)cc1C (stereo not drawn)
0 | x | x | x | x | 4 | x | 0 | 3 | CCOC(=O)CCC(=O)Nc1cc(S(=O)(=O)N2CCOCC2)ccc1N1CCCCC1
-1 | -0.9 | -13 | 20 | -6 | 2 | -2.7 | -7 | 0 | FC(F)(F)Oc1ccc(NC(=S)NCCCN2CCOCC2)cc1
3 | 2.5 | -25 | -6 | 0 | -23 | -0.7 | -13 | 6 | CCN(CCO)Cc1csc2ccc(C(C)(C)C)cc12
2 | -2.2 | 4 | -8 | -20 | 4 | -3.3 | 2 | 1 | CC(=O)NC12CC3CC(C1)CC(C(=O)Nc1c(C)n(C)n(-c4ccccc4)c1=O)(C3)C2
-4 | -2.2 | 9 | 0 | -13 | -12 | -5.0 | -1 | 4 | CN=C1SC(CC(=O)Nc2sc(C)c(C)c2C(=O)OC)C(=O)N1C (stereo not drawn)
4 | 0.8 | 16 | -7 | 3 | -2 | 1.5 | -7 | 7 | C[C@@]12C(=O)N(c3ccc(F)cc3)C(=O)N1[C@@H]1c3ccccc3OC[C@@H]1[C@H]2c1ccccc1
1 | -1.8 | -15 | 1 | -14 | -40 | 0.9 | 2 | 1 | O=C(c1ccccc1)N1N=C(c2ccccc2)CC1c1ccc2nccnc2c1 (stereo not drawn)
1 | 0.0 | -14 | 6 | -20 | 15 | 4.2 | -3 | -1 | CCOC(=O)CNC(=O)CSc1nnc(-c2cccc(C)c2)n1-c1ccc(OC)cc1
-10 | -0.3 | 7 | -2 | -8 | -11 | -2.5 | -2 | 4 | CCCCC(=O)NC(NC(=O)CCCC)c1ccc(OCC(C)C)c(OC)c1
3 | 1.1 | 1 | -3 | -4 | 4 | -0.7 | -11 | 18* | Cc1ccc(N/C=C(\C#N)S(=O)(=O)c2ccccc2)cc1
1 | -0.9 | -2 | 7 | -9 | 8 | -1.6 | -11 | 6 | Fc1ccc(Nc2ncnc3ccccc23)cc1
2 | -0.8 | -20 | -12 | -12 | -17 | -3.3 | x | 8 | O=S(Cc1ccc(Br)cc1)Cc1nnc(SCc2c(Cl)cccc2Cl)n1-c1ccccc1 (stereo not drawn)
8 | 0.1 | -19 | 30 | 0 | 11 | -1.9 | -9 | 1 | O=C(NCCN1CCC(Cc2ccccc2)CC1)C1CCN(S(=O)(=O)N2CCC3(CC2)OCCO3)CC1
2 | -0.8 | -14 | -24 | 1 | 17 | -0.4 | -5 | -3 | COc1cc(C(=O)NCc2cccc3ccccc23)cc(Cl)c1OC

Marked active in IDE cell activ, among the entries above:
IDE cell inh | VIM-2 inh | HCV NS3 hel inh | UBC9 SUMO inh | pCIP destab | CRFBP-R2 block | IMP-1 inh | GalR3 antag | IDE cell activ | SMILES
3 | 1.1 | 1 | -3 | -4 | 4 | -0.7 | -11 | 18* | Cc1ccc(N/C=C(\C#N)S(=O)(=O)c2ccccc2)cc1

(cont.)
IDE cell inh | VIM-2 inh | HCV NS3 hel inh | UBC9 SUMO inh | pCIP destab | CRFBP-R2 block | IMP-1 inh | GalR3 antag | IDE cell activ | SMILES
-11 | -2.9 | -7 | 3 | -9 | -5 | -2.3 | -10 | 2 | COc1ccccc1N(C)S(=O)(=O)c1ccc(C(=O)NCCc2ccc(F)cc2)cc1
-2 | x | x | x | x | -4 | x | 5 | -1 | COc1cc(CNS(=O)(=O)CCl)cc(OC)c1OC
3 | -4.1 | 28 | -3 | -12 | 1 | -1.0 | -11 | -4 | Cc1ccc(NC(=O)CSc2n[nH]c(-c3ccccn3)n2)cc1
3 | x | x | x | x | 0 | x | -5 | -2 | COc1ccc(C2c3c(c(C)c(C)oc3=O)Oc3c(C)c(C)oc(=O)c32)cc1
3 | 0.3 | -2 | 12 | -3 | -3 | -1.6 | -5 | 3 | O=C(Nc1ccc(N2CCOCC2)c(F)c1)c1cccs1
-3 | -2.5 | 0 | 26 | -2 | 1 | -4.6 | -5 | 2 | COc1ccc(S(=O)(=O)n2ccnc2)c2cccnc12
5 | -3.4 | 6 | 8 | -28 | -6 | -3.6 | -5 | 6 | C=CCn1c(C)cc(C(=O)COC(=O)[C@@H](NC(=O)c2ccccc2Cl)C(C)C)c1C
-4 | -3.1 | -20 | 1 | -8 | -2 | -4.9 | -1 | 6 | CCN(CC)C(=O)c1[nH]cnc1C(=O)N[C@@H](Cc1ccccc1)C(=O)OC(C)(C)C
2 | -1.7 | -20 | 10 | 3 | 7 | -2.1 | -1 | 0 | CN(Cc1ccc(F)cc1)C(=O)c1cccc(OC2CCN(C3CCCC3)CC2)c1
-1 | -1.8 | 6 | 1 | 4 | 21 | 2.0 | -7 | 2 | Cc1cc(C)cc(NC(=O)CN2CCCN(S(=O)(=O)c3ccc(Br)s3)CC2)c1
8 | -2.0 | -9 | 9 | -12 | 13 | -5.4 | 0 | 4 | CCOc1ccc(C(=O)N2CCN(CCc3ccccc3)CC2)cc1OCC
-2 | -2.6 | -12 | 3 | -16 | -26 | -2.4 | -2 | 4 | COc1cc([C@H]2[C@@H]3CCCC[C@]3(O)CCN2CC(=O)Nc2ccc(C)cc2)ccc1O
-3 | 0.1 | -5 | 1 | -17 | 4 | -1.5 | -6 | 0 | Cc1cc(C)n(-c2ccc(C(=O)Nc3cccc(S(=O)(=O)N(C)C)c3)cc2)n1
0 | -4.4 | -3 | 6 | -40 | 7 | -5.8 | -8 | 1 | Cc1ccccc1Oc1cc(NC(=O)Cn2cnc([N+](=O)[O-])c2)cc([N+](=O)[O-])c1
0 | 2.6 | -3 | 0 | -8 | -17 | -4.0 | 4 | x | O=C(O)C1CC=CCC1C(=O)Nc1ccccc1C(=O)N1CCN(c2ccc(Cl)cc2)CC1 (stereo not drawn)
-6 | -1.9 | -5 | -5 | -23 | -32 | -1.0 | -1 | 4 | Cc1ccc(OC(C)C(=O)Nc2ccc(S(=O)(=O)N3CCOCC3)cc2)cc1 (stereo not drawn)
